MITF inh = blocks human microphthalmia-associated transcription factor | AlphaScreen MITF homodimerization, bead proximity signal | inhibition, % at 2.6 µM | actives 0.91% (n = 650,000); in the data active = inhibition above about 50%;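 also: 0% = vehicle wells with protein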
FBW7 act = human FBW7 E3 ligase activation, primary screen | Q969H0 | AlphaScreen FBW7–phospho-cyclin E peptide binding, activator screen | normalized activity (activation), % at 26.1 µM | actives 0.13% (n = 650,000) | AID 1259310; in the data active = normalized activity above about 1.9%;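 also: purified mutant Fbw7 with reduced substrate affinity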
Target sequence (Q969H0 whole entry, looked up): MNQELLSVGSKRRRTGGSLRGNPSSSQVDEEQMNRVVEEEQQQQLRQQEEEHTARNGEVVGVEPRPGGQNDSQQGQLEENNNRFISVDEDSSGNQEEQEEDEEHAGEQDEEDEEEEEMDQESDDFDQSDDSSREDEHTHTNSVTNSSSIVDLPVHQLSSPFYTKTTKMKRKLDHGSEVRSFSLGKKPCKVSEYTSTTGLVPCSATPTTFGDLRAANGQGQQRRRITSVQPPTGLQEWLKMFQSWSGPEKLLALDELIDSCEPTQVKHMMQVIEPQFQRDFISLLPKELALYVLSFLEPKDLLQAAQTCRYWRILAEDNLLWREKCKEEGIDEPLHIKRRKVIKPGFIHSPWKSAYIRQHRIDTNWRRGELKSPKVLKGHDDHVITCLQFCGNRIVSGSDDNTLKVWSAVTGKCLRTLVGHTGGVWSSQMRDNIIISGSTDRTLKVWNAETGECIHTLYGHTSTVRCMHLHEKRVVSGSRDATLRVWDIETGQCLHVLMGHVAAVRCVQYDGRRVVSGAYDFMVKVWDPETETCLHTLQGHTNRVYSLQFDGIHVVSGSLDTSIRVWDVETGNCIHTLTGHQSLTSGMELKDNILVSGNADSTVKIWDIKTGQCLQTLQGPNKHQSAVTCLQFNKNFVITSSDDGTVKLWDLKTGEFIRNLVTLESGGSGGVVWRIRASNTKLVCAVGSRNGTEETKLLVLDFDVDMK
GPR151 ag = activates the human receptor GPR151; PathHunter beta-arrestin GPR151 cells, luminescence; activation, % at 11.2 µM; actives 1% (n = 650,000); AID 1508602; in the data active = activation above about 4.9%;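 also: 0% = median of compound wells and 100% = cells with positive control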
Target sequence (Q8TDV0 whole entry, looked up): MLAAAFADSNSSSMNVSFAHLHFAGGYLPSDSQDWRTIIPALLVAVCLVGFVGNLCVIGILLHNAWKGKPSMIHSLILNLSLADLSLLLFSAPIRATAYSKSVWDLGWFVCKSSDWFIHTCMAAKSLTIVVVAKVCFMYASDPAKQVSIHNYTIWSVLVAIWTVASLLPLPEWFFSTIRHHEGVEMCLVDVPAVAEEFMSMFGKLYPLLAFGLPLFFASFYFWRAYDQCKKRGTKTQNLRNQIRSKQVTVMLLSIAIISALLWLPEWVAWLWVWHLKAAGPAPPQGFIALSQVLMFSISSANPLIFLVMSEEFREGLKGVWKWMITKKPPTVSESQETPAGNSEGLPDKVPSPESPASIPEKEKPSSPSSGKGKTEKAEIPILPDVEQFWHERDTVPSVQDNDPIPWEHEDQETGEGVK
TEAD-YAP block = TEAD-YAP interaction inhibition. HEK-TIYL cells, TEAD-Gal4/YAP UAS-luciferase luminescence. inhibition, % at 9.12 µM. actives 1.4% (n = 640,000); in the data active = inhibition above about 32%;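 also: 0% = median of test compound wells and 100% = reference inhibitor wells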
Starred values were filed as active, the others as inactive.

SMILES	MITF inh	FBW7 act	GPR151 ag	TEAD-YAP block
CC(=O)Nc1ccc(-c2nc3cc(S(=O)(=O)c4ccc5oc(-c6ccc(NC(C)=O)cc6)nc5c4)ccc3o2)cc1	-2	0.0	2.1	-2
O=C(CSc1nc(O)c(Cc2ccccc2)c(=O)n1-c1ccccc1)N1CCOCC1	-4	0.1	-1.5	0
O=C(Nc1ccc(Cl)cc1)Nc1ccccc1I	6	0.0	2.4	-14
CCCOc1ccc(C(=O)Nc2ccc3oc(-c4ccc(F)cc4)nc3c2)cc1	5	0.3	-1.4	6
COC(=O)C1=C(N)N(c2cccc(C(F)(F)F)c2)C2=C(C(=O)CCC2)C1c1cccnc1 (stereo unspecified)	8	0.1	2.3	-6
CCOC(=O)c1ccc(-n2c(C)cc(/C=C3\SC(=Nc4ccc(Cl)cc4)NC3=O)c2C)cc1	13	-0.1	0.1	5
O=[N+]([O-])c1cnc(/N=c2\ccc(Br)cn2O)c([N+](=O)[O-])c1	21	0.3	0.6	12
Cc1cc(C(=O)NCc2csc(-c3cccs3)n2)nn1C	2	0.1	-0.5	-23
Nc1ccccc1-c1nnn(CC(=O)Nc2ccc(F)cc2)n1	4	-0.1	0.7	2
CCOC(=O)C1=C(C)N=c2s/c(=C\c3ccc([N+](=O)[O-])o3)c(=O)n2C1c1cccs1 (stereo unspecified)	6	0.1	-0.7	12
CC(C)(/C=N/Nc1nc2ccccc2o1)CO	11	0.0	-2.6	-49
CSCCNC(=O)c1c(C(F)(F)F)nc2ccccn12	2	-0.2	0.0	-3
Cc1c(C)n2c3c(=O)n(CC(N)=O)c(=O)n(C)c3nc2n1-c1ccc(Br)cc1	-10	0.0	2.2	-3
CS(=O)(=O)c1ccc2nc(NC(=O)c3ccc(Br)o3)sc2c1	-1	0.1	-6.0	-30
CN1CCN(C(=O)c2sc3nc(-c4ccccc4)cc(C(F)(F)F)c3c2N)CC1	-10	0.0	1.9	-7
CC(=O)N1CCc2cc(S(=O)(=O)NC(C)c3ccccc3)ccc21 (stereo unspecified)	1	0.0	0.8	7
N=C1/C(=C/c2ccc(-c3ccc(F)cc3)o2)C(=O)N=C2SC(C(F)(F)F)=NN12	21	0.3	-0.6	9
Cc1cccc(-c2cc(C(=O)NCc3cccnc3)c3ccccc3n2)c1	13	0.1	-0.9	14
Cc1ccc(C)n1-c1ccc(Cl)c(C(=O)O)c1	1	-1.2	0.4	0
Cc1c(/C=N/n2cnnc2)c2ccccc2n1CCOc1ccc(Cl)cc1	13	-0.1	0.6	-2
CC(=O)Nc1ccc(C(=O)Nc2ccc(Br)cc2F)cc1	-6	0.2	-0.1	-16
CC(C)Cc1ccc(C(=O)N2CCC3(CC2)CC3C(=O)NCCCn2ccnc2)cc1 (stereo unspecified)	-4	-0.4	-0.3	-4
CNC(=O)c1ccccc1Nc1cc(Nc2ccc3c(c2)OCO3)ncc1C(F)(F)F	-7	-0.1	0.0	41*
CN(C)CCOc1cc(-c2cn[nH]c2)ccc1NC(=O)[C@H]1Cc2ccccc2C(=O)N1	18	-0.1	-1.0	11
CSc1ncc(C(=O)Nc2ccc3c(c2)OCCO3)c(C)n1	-8	0.1	0.2	-27
O=C(N/N=C\c1ccc2ccccc2c1)c1cncc(Br)c1	18	1.1	-0.1	-2
Cc1ccc2nc(C(C#N)C3=NS(=O)(=O)c4ccccc43)[nH]c(=O)c2c1 (stereo unspecified)	19	1.0	-1.7	-11
Cc1ccc(-n2c3c(cc(C(=O)NCCCn4ccnc4)c2=O)C(=O)CC(C)(C)C3)cc1	-2	0.1	0.6	-3
CC(=O)C(C)n1c(CN2CC(C)OC(C)C2)nc2c1c(=O)n(C)c(=O)n2C (stereo unspecified)	1	0.1	1.1	-2
Cn1c(=O)c2c(ncn2CC(=O)N2C(=O)c3ccccc3C2=O)n(C)c1=O	6	0.1	0.8	3
CCOc1ccc(C(=O)/C=C/c2ccccc2[N+](=O)[O-])cc1	19	-0.1	3.8	-72
CC(NC(=O)CSc1nnc(Cc2ccccc2F)n1N)C1CC2CCC1C2 (stereo unspecified)	6	0.3	-0.6	5
O=[N+]([O-])c1ccc(CN2CCN(c3ccccc3)CC2)o1	41	-0.3	-0.3	-4
COc1ccccc1N=Cc1c(O)n(-c2ccccc2OC)c(=O)c2ccccc12	2	-0.2	-1.1	-4
c1ccc(-n2cnc3c(NCc4cccnc4)nc(NCc4ccc5c(c4)OCO5)nc32)cc1	12	-0.1	-1.9	-13
Cc1ccc(NS(=O)(=O)c2ccc3c4c(cccc24)C(=O)N3)cc1	4	-0.1	3.0	-5

Given bar-delimited: entries from further up
Structure | MITF inh | FBW7 act | GPR151 ag | TEAD-YAP block
CSc1ncc(C(=O)Nc2ccc3c(c2)OCCO3)c(C)n1 | -8 | 0.1 | 0.2 | -27
O=C(N/N=C\c1ccc2ccccc2c1)c1cncc(Br)c1 | 18 | 1.1 | -0.1 | -2

More results follow.
SMILES	MITF inh	FBW7 act	GPR151 ag	TEAD-YAP block
CCCN(Cc1cc(OC)c(O)c([N+](=O)[O-])c1)CC1CC1	47	-0.1	1.7	-5
O=C(Nc1ccccc1F)C1CCN(C(=O)NC2CCCCC2)CC1	43	0.0	0.0	-3
CN(c1ccc(C(=O)O)cc1)S(C)(=O)=O	9	0.1	1.9	-6
COc1cccc(C(=O)N2CCN(C(=O)C(c3ccccc3)c3ccccc3)CC2)c1	-6	0.1	0.7	-1
COc1ccc(/C=N\NC(=O)c2ccc([N+](=O)[O-])cc2)cc1	7	0.2	-0.1	-6
COc1ccccc1NC(=O)CSc1nnc(-c2cccc(NC(C)=O)c2)n1C	15	0.1	-2.1	5
COc1ccc(NC(=O)C2COc3ccccc3O2)cc1Cl (stereo unspecified)	-5	0.1	1.8	-52
COc1ccc(C=C2C(=O)c3ccccc3C2=O)c(C)c1	6	0.1	2.8	16
COc1cc(CN(C)C)c(O)c(CN(C)C)c1	2	0.5	-1.9	-8
CCOC(=O)c1sc(NC(=O)c2ccnn2C)nc1-c1ccccc1	15	0.2	0.9	5
O=C(CS(=O)CC(=O)Nc1ccc2c(c1)OCO2)Nc1ccc(Cl)cc1 (stereo unspecified)	10	0.0	0.7	-3
COc1ccccc1NC(=O)C(=O)N/N=C(\C)CC(=O)Nc1ccccn1	-6	0.3	-1.2	-4

Three compounds picked at random from the list so far:
SMILES	MITF inh	FBW7 act	GPR151 ag	TEAD-YAP block
COc1ccc(/C=N\NC(=O)c2ccc([N+](=O)[O-])cc2)cc1	7	0.2	-0.1	-6
CCCN(Cc1cc(OC)c(O)c([N+](=O)[O-])c1)CC1CC1	47	-0.1	1.7	-5
Cc1cc(C(=O)NCc2csc(-c3cccs3)n2)nn1C	2	0.1	-0.5	-23

Further records follow:
SMILES	MITF inh	FBW7 act	GPR151 ag	TEAD-YAP block
COc1ccc(C2C3=C(CC(C)(C)CC3=O)Nc3ccccc3N2C(=S)Nc2ccccc2)cc1 (stereo unspecified)	4	0.0	2.1	8
Cc1ccc(-c2nc(S(=O)(=O)c3ccc(C)cc3)c(N3CCOCC3)o2)cc1	8	-0.1	0.5	4
CCC(=O)Nc1ccc(C(=O)NC(C)c2ccccc2)cc1 (stereo unspecified)	-3	-0.1	1.6	6
CCCNc1nc2c(c(=O)n(C)c(=O)n2C)n1Cc1ccccc1	1	-0.1	2.5	17
O=C(Cn1ncc2c(=O)oc3ccccc3c21)NCC1(c2ccccc2)CCCC1	2	-0.1	-0.2	-8
CCOc1cc(S(=O)(=O)Nc2ccccn2)ccc1Cl	6	0.1	0.6	1
COc1ccc(CCNC(=O)c2ccc3c(c2)N(Cc2ccccc2C)C(=O)CS3)cc1OC	5	-0.2	0.8	14
CCOc1ccc(Br)cc1C(=O)N/N=C/c1ccccn1	21	0.4	0.6	10
FC(F)(F)c1cccc(CNc2nc(Nc3ncccn3)nc3c2ncn3-c2ccsc2)c1	13	0.2	-0.1	-5
O=C(CCN1N=C(c2ccccc2)CCC1=O)NCc1ccccc1	0	0.1	4.1	-1
O=C(c1ccc(Br)cc1)N1N=C(c2ccc(Br)cc2)CC1c1ccc(Br)cc1 (stereo unspecified)	-4	-0.1	-0.6	-10
Cc1c(C(=O)Nc2ccc(Oc3ccccc3)cc2)sc2ncn(CC(=O)Nc3cccc(C(F)(F)F)c3)c(=O)c12	3	-0.1	2.1	-14

5 entries from above, sorted by count of non-hydrogen atoms, rising.
SMILES	MITF inh	FBW7 act	GPR151 ag	TEAD-YAP block
CCC(=O)Nc1ccc(C(=O)NC(C)c2ccccc2)cc1 (stereo unspecified)	-3	-0.1	1.6	6
O=C(c1ccc(Br)cc1)N1N=C(c2ccc(Br)cc2)CC1c1ccc(Br)cc1 (stereo unspecified)	-4	-0.1	-0.6	-10
O=C(Cn1ncc2c(=O)oc3ccccc3c21)NCC1(c2ccccc2)CCCC1	2	-0.1	-0.2	-8
FC(F)(F)c1cccc(CNc2nc(Nc3ncccn3)nc3c2ncn3-c2ccsc2)c1	13	0.2	-0.1	-5
COc1ccc(C2C3=C(CC(C)(C)CC3=O)Nc3ccccc3N2C(=S)Nc2ccccc2)cc1 (stereo unspecified)	4	0.0	2.1	8

Next section
SMILES	MITF inh	FBW7 act	GPR151 ag	TEAD-YAP block
C/C(CC(=O)Nc1ccc(Cl)cc1)=N\NC(=O)c1cccnc1	9	0.6	0.2	-9
COC(=O)c1ccc(N2CCN(c3ccccc3OC)CC2)c([N+](=O)[O-])c1	17	0.0	0.0	-11
C#CCN(CC=C)Cc1c(C(=O)N2CCCC2)nc2ccccn12	12	-0.1	-0.8	-2
CCCCC(C(=O)O)N1C(=O)/C(=C\c2ccc(C)o2)SC1=S (stereo unspecified)	26	-0.9	0.1	7
CNCCOc1ccccc1-c1ccccc1	24	-0.2	0.4	0
C/C(=N/NC(=O)C1COc2cc3ccccc3cc2O1)c1ccccc1O (stereo unspecified)	-15	-0.2	-0.8	6
O=C(CCCn1c(SCc2ccccc2Cl)nc2ccccc2c1=O)NCc1cccc(Cl)c1	9	0.0	0.2	-3
Cc1oc2c(c1C(=O)N1CCCCC1)C(=O)c1ccccc1C2=O	5	0.0	0.1	12
O=C(Nc1ccc2nn(-c3ccccc3)nc2c1)c1ccc([N+](=O)[O-])o1	-20	-0.1	0.7	-2
Nc1ccc2c(c1)ncn2-c1ccccc1	-4	0.0	-0.8	-68
COc1ccc(-c2noc(CNC(=O)Nc3ccc(Cl)cc3)n2)cc1	-6	0.0	-1.9	7
CC(C)NS(=O)(=O)c1cccc(S(=O)(=O)N2CCOCC2)c1	7	-0.1	-0.5	1
CC(=O)NS(=O)(=O)c1ccc(N=c2ssc3c2-c2cc(C)ccc2NC3(C)C)cc1	2	0.0	0.0	-7
NC(=O)C1CCN(C(=O)CSCc2cnn(-c3ccccc3)c2-n2cccc2)CC1	3	-0.1	0.9	5
C=CCN(CC=C)C(=S)NC(=O)c1ccc(F)cc1	-10	-0.1	0.3	19
CCN(CC)S(=O)(=O)c1ccc(C(=O)Nc2nnc(C(C)C)s2)cc1	-2	0.1	3.0	-2
N#Cc1c(NC(=O)c2cc([N+](=O)[O-])ccc2N2CCOCC2)sc2c1CCC2	3	-0.2	-1.4	8
O=C1COc2cc(S(=O)(=O)NCc3cccs3)ccc2N1	-2	0.0	0.2	-8
COc1cc(/C=C(\C#N)C(N)=O)ccc1OCc1ccc(C)cc1	8	0.0	-0.8	-36
O=C(COc1ccc2ccccc2c1)Nc1ccccc1C(=O)Nc1ccccc1	15	0.5	-0.3	4
CC(C)(C)c1ccc(-c2cnoc2N)cc1	14	0.0	1.9	-35
Cc1ccc(NC(=O)/C(=C\c2ccccc2Cl)NC(=O)c2ccc(C)cc2)cc1	8	0.1	-2.1	5
C=CCc1ccccc1OC(=O)c1ccc(S(=O)(=O)c2ccc(C(=O)Oc3ccccc3CC=C)cc2)cc1	-3	-0.1	0.8	-16
O=C(CSc1ccccc1)Nc1cc(NCc2ccccc2)ncn1	3	-0.1	0.6	-6
Nc1nonc1C(=O)N/N=C/c1ccc([N+](=O)[O-])cc1	2	0.0	-3.6	-5
O=S(=O)(c1cc(F)ccc1F)N1CCN(c2ncnc3c2nnn3-c2ccccc2)CC1	7	-0.1	-0.9	8
COc1ccccc1Nc1ncnc2c1cnn2-c1ccc(C)cc1C	15	0.0	1.5	-3
Cc1cccc(C(O)(C(=O)NN(Cc2ccccc2)Cc2ccccc2)c2cccc(C)c2)c1	-7	-0.2	-0.4	-20
COc1ccccc1C1CC(c2ccc(Br)cc2)=NN1S(=O)(=O)c1ccccc1 (stereo unspecified)	-6	-0.1	1.2	7
CCN(C(=O)COC(=O)COc1ccc2c(C)cc(=O)oc2c1)C1CCS(=O)(=O)C1 (stereo unspecified)	-4	-0.1	-0.7	-4
C=CCSc1nc2c(c(=O)n1Cc1ccco1)C1(CCCCC1)Cc1ccccc1-2	-2	-0.2	-0.1	-1
CC(C)CCN1C(=O)c2ccc(C(=O)Nc3cc(Cl)ccc3C(=O)O)cc2C1=O	11	1.0	-2.2	-5
O=C(/C=C/c1ccccc1)Nc1c(Cl)cccc1Cl	0	0.0	0.3	-7
Cn1c(=O)c2c(SCCN3CCOCC3)nc(C3CCCCC3)nc2n(C)c1=O	7	0.0	0.0	0
COCCNC(=O)Cn1ncc2c(Cl)cccc21	3	0.2	0.5	8
CC(C)(C)c1cc(C(=O)N/N=C/c2c(O)ccc3ccccc23)n[nH]1	10	-0.1	0.0	0
O=C(Nc1ccc2nc3n(c(=O)c2c1)CCCCC3)c1cc([N+](=O)[O-])ccc1F	0	-0.1	0.9	29
CSc1ccc(S(=O)(=O)N2CCN(Cc3ccccc3)CC2)cc1	20	0.6	-1.8	-4
Cc1ccc(C(C)(C)C)cc1S(=O)(=O)Nc1cccc(S(=O)(=O)NC2=NCCC2)c1	-2	-0.1	0.9	2
O=C(Nc1ccccc1C(=O)O)c1cccc(F)c1	13	0.1	-7.0	-7
COc1ccc2c(c1)C1NC(=S)N(c3cccc(Cl)c3)C(C)(O2)C1C(=O)N(C)C (stereo unspecified)	19	-0.2	1.6	8

Bioassay records deposited in PubChem BioAssay by The Scripps Research Institute Molecular Screening Center.
